D1 PAM = potentiators of human D1 dopamine receptor | P21728 | HEK293 TREx D1 cells, calcium flux, dopamine EC20 potentiation | potentiation, % at 10 µM | 0.036% of 360,000 active; in the data active = potentiation above about 30%; note: 0% is about no effect
Target sequence (P21728 whole entry, looked up): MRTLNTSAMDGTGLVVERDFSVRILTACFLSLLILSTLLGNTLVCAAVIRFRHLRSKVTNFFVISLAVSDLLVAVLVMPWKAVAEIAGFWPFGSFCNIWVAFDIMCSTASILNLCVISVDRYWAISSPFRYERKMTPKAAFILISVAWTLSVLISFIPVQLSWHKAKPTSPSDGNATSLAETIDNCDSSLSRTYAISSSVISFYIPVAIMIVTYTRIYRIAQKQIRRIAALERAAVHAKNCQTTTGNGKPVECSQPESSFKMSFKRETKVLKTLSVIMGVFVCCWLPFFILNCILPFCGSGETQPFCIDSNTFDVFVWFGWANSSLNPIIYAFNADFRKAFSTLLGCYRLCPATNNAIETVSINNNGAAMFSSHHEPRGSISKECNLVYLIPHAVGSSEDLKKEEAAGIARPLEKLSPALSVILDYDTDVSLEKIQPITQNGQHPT
LDHA block = LDHA (human) enzyme inhibition. activity change, % (values are at about 110 or 230 µM). 0.15% of 480,000 active. P00338. purified LDHA, NADH/diaphorase-resazurin fluorescence; active compounds read low; in the data active = activity change below about -30%; inconclusive = mostly about -25% to -30%;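 note: plate controls were DMSO wells for no effect and wells without enzyme for full effect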
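Human LDH5 at 2 nM final in Tris HCl pH 7.4 with 0.06 mM NADH and 0.2 mM pyruvate, reacted 5 minutes at room temperature. Remaining NADH coupled via diaphorase/resazurin; resorufin fluorescence read at 0 and 20 minutes, normalized to enzyme-free and DMSO wells.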
Vif-A3F inh = blocks the Vif interaction with APOBEC3F; 0.2% of 390,000 active; Potency, µM (doses to about 46.1 µM), for the others: at the top dose activity, negative = active; HeLa A3F-eYFP + Vif (tagged APOBEC3F with the HIV-1 protein that degrades it), YFP fluorescence increase; note: potency is the fitted concentration of half-maximal effect; % of control where 0% means no effect; nearly all actives have a fitted effect of over 65% in size
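Fluorescence increase (Ex 488/Em 500-530) after overnight compound treatment at 37 deg C flags inhibition of Vif-driven A3F-eYFP loss in stable HeLa A3F-eYFP/Vif cells seeded overnight beforehand.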
D1 antagonist = antagonists of human D1 dopamine receptor; 3.2% of 360,000 active; P21728; activity change, negative = inhibition, % at 10 µM; HEK293 TREx D1 cells, calcium flux, dopamine EC80; active compounds read low; in the data active = activity change below about -30%; note: % is set by controls: 0 for no effect and ±100 for the full control effect
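Kinetic fluorescence of a calcium dye serves as the read-out. D1-expressing Hek293 Trex cells, induced overnight at 30 C, are exposed to compound for 180 s before an EC80 dopamine addition, then read 180 s further.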
D1 ag = human D1 receptor agonism; P21728; HEK293 T-REx D1 cells, calcium flux, agonist mode; activation, % at 2 µM; 1% of 360,000 active; in the data active = activation above about 30%; note: 0% is about no effect
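Inducible HEK293 T-REx D1 cells, force-coupled to calcium signalling, were plated at 4000 cells/well with tetracycline and held overnight at 30 C. After no-wash calcium dye loading, compound-evoked calcium rise over 180 s flagged agonists.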
GRP78 ERSR act = ER stress response induction in glioma; U87-MG GRP78 promoter luciferase reporter, 16 h; Potency, µM, without a hit: at the highest dose activation, most hits filed as activators; 0.02% of 420,000 active; note: potency is the fitted concentration of half-maximal effect; series mostly up to about 76 µM; % of control where 0% means no effect; nearly all actives have a fitted effect of over 35% in size
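ERSR induction read as luciferase luminescence (Bright-Glo, 10 min at room temperature) in stably transfected human U87-MG glioma cells exposed to compounds for 16 h, using GRP78 as sensor.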
RXFP1 agonist = RXFP1 (human) receptor agonism; 0.3% of 370,000 active; HEK293T-RXFP1 cAMP TR-FRET, 30 min; response scale: percent of porcine relaxin response, buffer zero; Potency, µM (top dose mostly 57.5 µM), for the others: at the highest dose activation, usual class: activators; AID 2676; Q9HBX9; note: potency is the fitted concentration of half-maximal effect; % is set by controls: 0 for no effect and ±100 for the full control effect; nearly all actives have a fitted effect of over 60% in size; many of its hits are not listed in these tables
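HEK293T cells stably expressing RXFP1 were pretreated with the PDE4 inhibitor Ro 20174, exposed to compounds for 30 min at 37C, lysed, and cAMP was read by TR-FRET. Data normalized to buffer (basal) and 29 nM porcine relaxin (100%).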
Vif-A3G inh = Vif-A3G binding inhibition; AID 602310; Q9HC16; Potency, µM (top dose mostly 46.1 µM), without a hit: at the highest dose activity, negative = active, most hits filed as inhibitors; HeLa A3G-eYFP + Vif (tagged APOBEC3G with the HIV-1 protein that degrades it), YFP fluorescence, overnight; 0.076% of 410,000 active;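 note: potency is the fitted concentration of half-maximal effect; % is set by controls: 0 for no effect and ±100 for the full control effect; nearly all actives have a fitted effect of over 60% in size; hits raise eYFP signal because A3G escapes Vif-driven loss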
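HeLa cells stably expressing Vif and C-terminally eYFP-tagged A3G, seeded overnight at 37 deg C, then exposed to compound by pintool overnight at 37 deg C. Rise in yellow fluorescence (Ex 488/Em 500-530, Acumen) marks blocked Vif-driven A3G degradation.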
D2 PAM = positively modulates the human D2 dopamine receptor allosterically | potentiation, % at 10 µM | AID 485347 | 0.34% of 340,000 active | HEK293 T-REx D2, calcium flux, EC20 dopamine potentiation;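 active = potentiation over 3 SD above the plate norm, cut at about 30% in these data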; note: 0% is about no effect
Target sequence (P14416 whole entry, looked up): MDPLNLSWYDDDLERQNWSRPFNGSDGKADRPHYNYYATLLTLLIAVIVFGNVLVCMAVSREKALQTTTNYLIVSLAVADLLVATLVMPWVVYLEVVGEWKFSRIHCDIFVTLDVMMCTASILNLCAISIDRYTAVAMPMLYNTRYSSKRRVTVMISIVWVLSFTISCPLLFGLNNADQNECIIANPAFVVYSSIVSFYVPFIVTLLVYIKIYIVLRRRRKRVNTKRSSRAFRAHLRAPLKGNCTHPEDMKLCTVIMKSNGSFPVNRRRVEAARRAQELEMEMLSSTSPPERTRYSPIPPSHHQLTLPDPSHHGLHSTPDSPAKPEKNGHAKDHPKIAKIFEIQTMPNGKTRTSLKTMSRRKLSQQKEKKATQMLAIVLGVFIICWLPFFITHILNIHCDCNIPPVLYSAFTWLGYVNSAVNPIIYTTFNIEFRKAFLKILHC
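Potentiation of an EC20 dopamine calcium response is measured in a force-coupled, tetracycline-inducible Hek293 Trex D2 line. Compound-only kinetic reads over 180 s flag agonists before dopamine addition.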
* hit, by the source's call; ? = inconclusive; / = not tested or not shown; & = joins results of further samples. Unless noted, calls come from the whole dose curve; as a rule, active = well fitted curve in the direction sought with a large enough effect; inconclusive = small, poorly fitted or top-dose-only effect, or another doubt; inactive = no such curve, though single readings can be large; an effect the other way counts as inactive or inconclusive. These rows are one share of the data; rates above refer to the full screens.

Below each compound – D1 PAM | LDHA block | Vif-A3F inh | D1 antagonist | D1 ag | GRP78 ERSR act | RXFP1 agonist | Vif-A3G inh | D2 PAM
C=CCc1ccc(OCCOCCOc2cccc3ccc(C)nc23)c(OC)c1
    -4 | -15 | -2% | -27 | 7 | -6% | -0.9% | 0% | -2
Cc1cccc(-n2c(SCC(=O)Nc3nonc3C)nnc2-c2ccoc2C)c1
    -9 | -4 | -3% | -6 | 1 | -6% | 3.0% | 0% | -9
CCOc1ccc(-c2nnn(CC(=O)Nc3cccc(OC)c3)n2)cc1OCC
    -2 | -4 | -13% | 0 | 5 | -4% | 1.4% | -10% | 12
CC(=O)Nc1ccc(N)cc1
    0 | -4 | 2% | / | 0 | -3% | -0.9% | 2% | 4
Cc1cccc(-n2ncc3c(NCCc4ccc(S(N)(=O)=O)cc4)ncnc32)c1
    -10 | -9 | 1% | -48* | 0 | -1% | 0.9% | -11% | -3
C[C@H]1CCC(=O)N([C@H](CN=[N+]=[N-])Cc2ccccc2)CC1
    -2 | -9 | -3% | -5 | 2 | 5%&-1% | 0.5% | 1%&-4% | -9
O=C(Nc1ccccc1)N1CCN(CCc2ccccc2)CC1
    -5 | 1&2 | 1% | 0 | 1 | -1% | -0.5% | 1% | 5
CC1CN(S(=O)(=O)c2cccc(C(=O)OC/C(O)=C(\C#N)c3nc4ccccc4[nH]3)c2)CC(C)O1 (centres undefined)
    1 | 5 | -30% | -4 | 0 | -5% | 2.1% | -6% | 2
Nc1ccc2nc(CN3CCOCC3)[nH]c2c1
    2 | 19 | 3% | -9 | 5 | -3% | -3.0% | -7% | 5
Cc1cc(=O)oc2cc(OCC(=O)OCC(=O)Nc3c(C)n(C)n(-c4ccccc4)c3=O)ccc12
    -3 | 1 | -10% | 6 | 2 | -1% | 1.1% | 4% | -11
COC(=O)C1(CCSC)NC(c2ccccc2F)C2C(=O)N(c3ccc4c(c3)OCCO4)C(=O)C21 (centres undefined)
    -2 | -7 | -1% | 0 | 6 | -1% | 1.2% | 4% | -2
COC(=O)c1cccc(C(=O)N2CCC(CCC(=O)NCc3ccc(F)cc3)CC2)c1
    -11 | -2 | 4% | 18 | -2 | -3% | 1.0% | 3% | 8
CCOc1ccc(-c2ccc(/C=C3/C(=N)N4C(C)=CSC4=NC3=O)o2)c([N+](=O)[O-])c1
    -2 | 14 | -24% | -24 | 1 | 3% | -0.5% | -5% | 2
CCSc1cc(N2CC(C)OC(C)C2)nc(-c2ccccc2Cl)n1 (centres undefined)
    -2 | -3 | 3% | 61 | 1 | -9% | -1.2% | -9% | 11
COc1ccc(CNC(=O)CC2C[C@H](C(=O)N3CCOCC3)[C@@]3(CCC4CCCC4)c4[nH]c5ccccc5c4CCN3C2=O)cc1OC (some centres undefined)
    / | -16 | 4% | / | / | -1% | / | 0% | /
COc1ccccc1C(=O)NCC1CCN(c2ccc(S(=O)(=O)N3CCOCC3)cc2)CC1
    -10 | 0 | 6% | 11 | 0 | 0% | 1.9% | 2% | 10
COc1ccc(-c2csc(N3CCN(S(=O)(=O)c4ccc5c(c4)NC(=O)CO5)CC3)n2)cc1
    3 | -5 | 1% | 2 | -1 | 0% | 2.4% | 1% | -4
O=C(Nc1ccc(F)cc1)c1cccnc1
    2 | -14 | -15% | 2 | 0 | 3% | 2.6% | -1% | 10
Cc1ccc2c(CN3CCN(S(=O)(=O)c4ccc5c(c4)OCCO5)CC3)cc(=O)oc2c1C
    2 | -8&-3 | 7% | -10 | 2 | -5% | 2.5% | 2% | 8
CCCCOC(=O)c1cccc(NC(=O)c2cc3ccccc3o2)c1
    -3 | -4 | -9% | -4 | 30* | -9% | -1.7% | 4% | 4
CC(C)CC1C(=O)N(Cc2cn(CCC3OCCCO3)nn2)CCS(=O)(=O)N1Cc1ccc(-c2ccc(Cl)nc2)cc1 (centres undefined)
    / | 1 | -5% | / | / | 14% | / | -15% | /
Cc1ccccc1C(=O)NC1CCN(CC(=O)Nc2ccccc2)CC1
    -1 | -10 | 1% | 7 | 0 | 1% | 0.2% | 2% | 17
COc1ccc2[nH]c(=O)c(CN(C(=O)COc3ccccc3)C(C)C)cc2c1
    2 | -2 | 2% | 13 | 0 | -4% | 2.8% | -1% | 21
COc1cccc(NC(=O)C2CCC2)c1
    1 | 0 | -2% | -11 | 0 | -3% | -1.0% | -1% | -6
Cc1nn(C)c(Oc2ccccc2)c1CCNS(=O)(=O)c1ccc(F)cc1
    2 | -1 | -10% | -6 | 4 | -5% | -0.6% | -1% | -7
Cc1ccc(C(=O)N2CCCC(CCC(=O)NCc3ccccc3F)C2)cn1 (centres undefined)
    -3 | 1 | 0% | 11 | 4 | 2% | 0.4% | 1% | -1
Cc1ccc(C(=O)N/N=C/c2cccc(OC(=O)/C=C/c3ccco3)c2)cn1
    -6 | -5 | 7% | -17 | 0 | -1% | -4.6% | -7% | /
CC1CCN(C(=O)CN2c3ccc(Br)cc3-c3ccccc3S2(=O)=O)CC1
    0 | 2 | 2% | 4 | 6 | 4% | 1.2% | -1% | 13
CCc1nnc2c3ccccc3nc(Nc3ccccc3OC)n12
    3 | -8 | 4% | -9 | 1 | -2% | -0.4% | 0% | 0
O=C(NCCCn1ccnc1)c1nc(Cn2cc(Br)cn2)no1
    -5 | -5 | -1% | -11 | 5 | 0% | 1.5% | 2% | -4

Next part:
Below each compound – D1 PAM | LDHA block | Vif-A3F inh | D1 antagonist | D1 ag | GRP78 ERSR act | RXFP1 agonist | Vif-A3G inh | D2 PAM
Cc1cc(C=O)c(C)n1-c1sc2c(c1C(=O)O)CCCC2
    4 | -4 | -27% | 7 | 5 | -7% | 0.9% | 0% | 1
COc1ccc(N2CCN(Cc3cc(=O)oc4cc(C)c(Cl)cc34)CC2)cc1
    -1 | 1 | -2% | -4 | 3 | -5% | 0.9% | 0% | 2
Cc1ccc(Cl)c(NC(=O)CN(C)CC(=O)Nc2ccc(F)c(F)c2F)c1Cl
    1 | 1 | -14% | 36 | 5 | -5% | 1.9% | -2% | 5
COCCN(C(=O)c1ccco1)c1nc(-c2ccccc2)cs1
    -2 | 1 | 13% | -10 | 0 | -5% | -0.5% | -7% | -7
CCOC(=O)c1c(C)[nH]c(C)c1S(=O)(=O)NCC1CCN(Cc2cccc(F)c2)CC1
    -6 | -4 | -8% | 1 | 4 | -4% | 3.3% | 1% | -30
N/C(=N\OC(=O)c1ccc(Cl)cc1[N+](=O)[O-])c1ccccn1
    -2 | -8 | -6% | 6 | 3 | -4% | 2.2% | -18% | 9
ClCC1NCC(c2ccccc2Cl)c2c1[nH]c1ccccc21 (centres undefined)
    -1 | 2 | 22µM* | 14 | 4 | 0% | 0.7% | ? | 8
Cn1c(CNC(=O)c2ccco2)nnc1SCC(=O)N1CCN(c2ccccc2F)CC1
    / | 0 | -6% | -11 | 8 | -4% | -2.5% | 1% | 13
CCOc1ccc(NC(=O)c2ccc(-c3nc(COc4ccccc4)c(C)o3)cc2)cc1
    2 | -11 | 0% | 7 | -1 | 3% | 0.5% | 2% | 6
CCN(C(=O)CSc1nc(-c2ccccc2)no1)c1cccc(C)c1
    2 | 3 | 1% | 21 | 11 | -2% | -0.1% | -2% | -7
C[C@@H]1CCC2[C@](C)(CO)[C@@H](O)CC[C@]2(C)[C@@]12C[C@](CO)(CC(=O)O)CO2 (some centres undefined)
    -4 | -2 | -13% | -18 | 1 | -7% | 1.0% | 2% | 2
O=C(NC1CCCCCC1)c1ccc(Cl)c(S(=O)(=O)N2CCOCC2)c1
    -3 | -2 | -16% | -3 | 2 | -3% | -0.1% | 0% | -10
CC(C(=O)O)n1c(C(F)(F)F)nc2ccccc21 (centres undefined)
    2 | -8 | -3% | -2 | 2 | -3% | -0.6% | -4% | 3
CSc1cccc2sc(NC(=O)C3=COCCO3)nc12
    -1 | -6 | -3% | 4 | 2 | 2% | -0.2% | -3% | 6
CCOC(=O)C1CCCN(C(=O)c2ccc3nc(-c4ccccc4)c(-c4ccccc4)nc3c2)C1 (centres undefined)
    -1 | 3 | -2% | -21 | 3 | -4% | 0.9% | 1% | 0
O=C(NNc1ccccc1)Nc1ccccc1F
    -5 | 4 | -5% | 2 | 0 | 1% | -5.1% | 0% | 8
CCN(CC(=O)Nc1cc(Cl)ccc1C)C(=O)C1CC(=O)N(Cc2ccccc2)C1 (centres undefined)
    5 | -8 | ? | 10 | 7 | 1% | -0.3% | 0% | -25
Cc1ccc(-c2nn(-c3ccc(F)cc3F)c3c2cnc2ccc(F)cc23)cc1
    0 | -2 | -10% | -21 | -1 | -5% | 1.0% | -2% | -4

Structures listed so far with an aryl methoxy group, in the order listed:
Below each compound – D1 PAM | LDHA block | Vif-A3F inh | D1 antagonist | D1 ag | GRP78 ERSR act | RXFP1 agonist | Vif-A3G inh | D2 PAM
C=CCc1ccc(OCCOCCOc2cccc3ccc(C)nc23)c(OC)c1
    -4 | -15 | -2% | -27 | 7 | -6% | -0.9% | 0% | -2
CCOc1ccc(-c2nnn(CC(=O)Nc3cccc(OC)c3)n2)cc1OCC
    -2 | -4 | -13% | 0 | 5 | -4% | 1.4% | -10% | 12
COc1ccc(CNC(=O)CC2C[C@H](C(=O)N3CCOCC3)[C@@]3(CCC4CCCC4)c4[nH]c5ccccc5c4CCN3C2=O)cc1OC (some centres undefined)
    / | -16 | 4% | / | / | -1% | / | 0% | /
COc1ccccc1C(=O)NCC1CCN(c2ccc(S(=O)(=O)N3CCOCC3)cc2)CC1
    -10 | 0 | 6% | 11 | 0 | 0% | 1.9% | 2% | 10
COc1ccc(-c2csc(N3CCN(S(=O)(=O)c4ccc5c(c4)NC(=O)CO5)CC3)n2)cc1
    3 | -5 | 1% | 2 | -1 | 0% | 2.4% | 1% | -4
COc1ccc2[nH]c(=O)c(CN(C(=O)COc3ccccc3)C(C)C)cc2c1
    2 | -2 | 2% | 13 | 0 | -4% | 2.8% | -1% | 21
COc1cccc(NC(=O)C2CCC2)c1
    1 | 0 | -2% | -11 | 0 | -3% | -1.0% | -1% | -6
CCc1nnc2c3ccccc3nc(Nc3ccccc3OC)n12
    3 | -8 | 4% | -9 | 1 | -2% | -0.4% | 0% | 0
COc1ccc(N2CCN(Cc3cc(=O)oc4cc(C)c(Cl)cc34)CC2)cc1
    -1 | 1 | -2% | -4 | 3 | -5% | 0.9% | 0% | 2
